Source: PubChem BioAssay (National Center for Advancing Translational Sciences (NCATS))
Nrf2 ARE act: activates Nrf2 signaling | AREc32 ARE-luciferase reporter (MCF7-derived line), luminescence, 24 h | Potency, µM (series often up to 46.1 µM), inactives show top-dose activation, actives largely listed as activators | 0.31% of 410,000 active | AID 624171; further: potency means the concentration at half of the fitted maximal effect; % of control where 0% means no effect; nearly all actives have a fitted effect of over 65% in size
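AREc32_Fluc, 1000 cells/well, OPTI-MEM + 5% FBS, o/n 37 deg C 5% CO2; 23 nL cpd by pin tool, 24 hr; Steady-Glo 30 min RT, luminescence.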
HepG2 viability: HepG2 cytotoxicity, counter-screen for TGF-b inhibitors | 0.76% of 410,000 active | HepG2 CAGA-GFP viability, ATP luminescence, 18 h | AID 588856 | Potency, µM (top dose mostly 46.1 µM), for inactives: top-dose activity change, negative = cytotoxicity, hits mostly cytotoxic; further: potency means the concentration at half of the fitted maximal effect; some results filed as inactive show a strong effect at the top dose
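CellTiter-Glo luminescence gave cytotoxicity after 18 hours at 37 degrees C. The cells were HepG2 CAGA-GFP in 1% FBS DMEM, stimulated with 500 pg/mL TGF-beta after compound addition. %Activity was normalised to no-cell wells (complete cell-killing) and DMSO (no toxicity), and curves were fitted and classified.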
TGFb inhibitor: TGF-b pathway inhibition; AID 588855; HepG2 CAGA-GFP TGF-b/SMAD3 reporter, GFP fluorescence, 18 h; TGF-beta stimulated, 500 pg/mL final; 1.2% of 410,000 active; Potency, µM (top dose mostly 46.1 µM), for the others: at the top dose activity, negative = inhibition, actives largely listed as inhibitors; further: potency means the concentration at half of the fitted maximal effect; on the % scale 0 is the no-effect control and ±100 the full control effect; nearly all actives have a fitted effect of over 65% in size
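GFP signal (ex488/em500-530) from TGF-beta-stimulated HEPG2 CAGA-GFP cells, 500 pg/mL final, 18 h at 37 degrees C in DMEM plus 1% FBS, normalized to unstimulated and DMSO-stimulated controls.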
S2 tox: viability counter-screen for ATXN expression inhibitors | S2 cells (HEK-293 line with an ATXN2-luciferase reporter) viability, CellTiter-Fluor protease fluorescence, 24 h | Potency, µM (top dose mostly 56.7 µM), hits mostly cytotoxic | 0.49% of 400,000 active | AID 651635; further: potency means the concentration at half of the fitted maximal effect; nearly all actives have a fitted effect of over 40% in size
Nrf2 inh: Nrf2 pathway inhibition; A549 ARE-Fluc reporter, luciferase luminescence, 18-24 h; Potency, µM (top dose mostly 46 µM), for inactives: top-dose activity change, negative = inhibition, actives largely listed as inhibitors; 2.1% of 360,000 active; further: potency means the concentration at half of the fitted maximal effect; on the % scale 0 is the no-effect control and ±100 the full control effect; nearly all actives have a fitted effect of over 60% in size
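Quantitative HTS in A549 cells stably bearing an antioxidant response element-firefly luciferase construct. Inhibition of Nrf2-driven transcription was scored by luminescence after 18-24 h of compound exposure at 37 °C.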
Akt phos inh: Akt phosphorylation inhibition; 0.32% of 360,000 active; activity change, % for hits at 50 µM; Neuro2A IGF-stimulated pAkt S473 HTRF, 20 min; hits give low values; in the data active means activity change below about -80%; inconclusive means mostly about -51% to -80%; further: on the % scale 0 is the no-effect control and ±100 the full control effect
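Single-point screen (50 µM final compound) in Neuro2A cells stimulated 20 min with 6 nM IGF at 37 deg C. After lysis, Ser473-phosphorylated Akt read by HTRF (ex 330 nm, em 615/665 nm) as the 665/615 ratio.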
MmCpn inh: inhibitors of Methanococcus maripaludis chaperonin (MmCpn); purified Mm-Cpn ATPase, ADP Transcreener TR-FRET; Potency, µM (series often up to 76.9 µM), for the others: top-dose activity, negative = inhibition, actives largely listed as inhibitors; 0.031% of 330,000 active; further: potency means the concentration at half of the fitted maximal effect; on the % scale 0 is the no-effect control and ±100 the full control effect; nearly all actives have a fitted effect of over 80% in size
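Purified archaeal Mm-CPN (25nM final) preincubated 10 min at 37degC with compound, then 10uM ATP for 30 min at 37degC; ADP measured by HTRF Transcreener TR-FRET; buffer 30 mM TRIS pH 7.4, 100mM KCl, 5mM MgCl2, 1mM DTT.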
CCT modulator: cytosolic chaperonin activity modulation. purified chaperonin ATPase assay, HTRF ADP detection, 30 min. 0.3% of 360,000 active. activity change, % (no concentration beside the values), hits read low; in the data active means activity change below about -30%; further: on the % scale 0 is the no-effect control and ±100 the full control effect
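ATPase activity: ADP formed was measured by HTRF Transcreener (665/615 nm ratio) after 30 min at 37 deg C with 10 uM ATP. Compounds screened at one 76 uM concentration against 40 or 20 nM TRiC in Tris pH 7.4/KCl/MgCl2/DTT buffer.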
A549 viability: counter-screen for Nrf2 inhibitors: cytotoxicity in A549 cells. 0.16% of 390,000 active. Potency, µM (top dose mostly 46 µM), without a hit: at the highest dose activity change, negative = cytotoxicity, hits mostly inhibitors. A549 ARE-Fluc cells, CellTiter-Fluor viability, 18-24 h; further: potency means the concentration at half of the fitted maximal effect; on the % scale 0 is the no-effect control and ±100 the full control effect
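A549 ARE-Fluc cells in 5% FBS OPTI-MEM, 5000 cells/well, rested 2 h then exposed to compounds in concentration-response for 18-24 h at 37 °C. Viability by CellTiter-Fluor fluorescence (Ex 405/Em 525) after 30 min; luciferase luminescence (BugLite, 15 min, RT) read afterwards.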
Active calls of the source: *; i = inactive; ? = inconclusive; . = not tested or not shown; [ ] = another dose, or the depositor's remark. Unless noted, the call rests on the fitted dose curve; in most records, active means well fitted curve in the direction sought with a large enough effect; inconclusive means small, poorly fitted or top-dose-only effect, or another doubt; inactive means no such curve, though single readings can be large; an effect the other way counts as inactive or inconclusive.

SMILES	Nrf2 ARE act	HepG2 viability	TGFb inhibitor	S2 tox	Nrf2 inh	Akt phos inh	MmCpn inh	CCT modulator	A549 viability
COc1ccc(CCN2C(=O)NC(NS(=O)(=O)c3ccccc3)(C(F)(F)F)C2=O)cc1OC (configuration not stated)	0.0%	-23.0%	0.0%	i	-4.1%	i	0.1%	-3.3	-0.7%
CC1(C(=O)NS(=O)(=O)c2cccs2)CCN1C(=O)C1(c2ccc(Cl)cc2)CC1 (configuration not stated)	-0.9%	7.8%	-19.8%	i	.	i	.	1.5	.
O=S1(=O)CCOC[C@H](Cc2ccccc2)N1Cc1ccc(F)cc1	3.5%	-0.9%	-0.1%	i	0.0%	i	.	-1.2	3.6%
COc1ccccc1CNC(=O)COc1ccc2c(c1)CCC2	4.8%	1.6%	-14.1%	i	0.1%	i	-3.1%	-5.7	2.6%
Cc1ccc(S(=O)(=O)c2nc(NCc3ccc4c(c3)OCO4)sc2Cl)cc1	3.1%	-2.1%	-18.4%	i	-8.3%	i	-2.5%	-1.3	4.6%
COc1cccc(/C=C/C(=O)NCC2CCCCC2)c1	0.5%	-13.8%	7.7%	i	?	i	.	-1.8	7.6%
CC(CCc1ccccc1)NC(=O)COC(=O)C12CC3CC(CC(Br)(C3)C1)C2 (configuration not stated)	-0.1%	1.5%	6.1%	i	7.2%	i	1.0%	3.3	-7.3%
CC1(C(=O)NCC2CC2)CCN1C(=O)C/C=C/c1ccccc1 (configuration not stated)	0.2%[9.22 µM]	-2.0%	26.2%	i	.	i	.	-1.7	.
Cc1cc([N+](=O)[O-])ccc1NCc1cccc([N+](=O)[O-])c1	4.5%	-1.3%	10µM*	i	?	i	3.6%	0.3	13.9%[1.84 µM]
Oc1ccc(CN2CCN(c3ccccc3)CC2)c2cccnc12	-0.4%	-34.9%	?	i	?	.	0.1%	0.8	-17.4%
Clc1ccc(-c2nc(-c3ccncc3)no2)c(Cl)c1	21.1%	-4.0%	0.0%	i	?	i	.	-1.2	-1.7%
Cc1cc(C)c(C(N)=O)c(NC(=O)Nc2ccccc2Cl)n1	-0.2%	-15.6%	-0.1%	i	2.6%	i	2.8%	-2.7	-6.5%
N#Cc1c(-c2cccs2)nc(SCC(=O)c2cccs2)[nH]c1=O	12.4%	9.6%	23.4%	i	.	i	-7.4%	-0.6	0.3%
CC1C/C(=N\Nc2ccc(S(N)(=O)=O)cc2[N+](=O)[O-])CC(C)(C)C1 (configuration not stated)	-0.3%	-95.2%	?	i	?	i	0.2%	-4.3	-11.4%
Clc1ccc(-c2nnc3n2-c2ccccc2SC3)cc1	2.2%	17.5%	16.7%	i	-3.3%	i	-1.9%	-1.4	0.5%
COc1ccc(OC)c(C(=O)c2ccc(C(=O)Nc3ccc4ccccc4c3)cc2)c1	5.0%	-34.9%	-8.1%	i	?	i	-7.0%	-1.5	1.6%
Cc1ccc2c(c1)c(=O)c(S(=O)(=O)c1ccc(C)c(C)c1)cn2CC(=O)Nc1ccccc1	0.7%	-6.3%	-22.7%	i	8.5%	.	.	.	-2.6%
O=C(CCN1C(=O)c2cccc3cccc(c23)C1=O)N1CCN(c2ccccc2F)CC1	0.2%	-0.9%	1.1%	i	11.2%	i	4.2%	2.5	0.1%
O=C(Cc1cccs1)Nc1nc2ccccc2s1	11.9%	-19.2%	-25.2%	i	12.9%	i	-3.7%	-2.5	-7.7%
C[C@H](CO)N1C[C@H](C)[C@H](CN(C)C(=O)Nc2ccc(C(F)(F)F)cc2)Oc2ncc(-c3cccnc3)cc2C1=O	6.6%	-2.0%	-4.1%	i	.	i	.	-0.8	.
CC1CN(C(=O)CNC(=O)Cc2cccc3ccccc23)CC(C)O1 (configuration not stated)	-0.4%	-5.5%	7.6%	i	8.1%	i	-1.6%	-1.6	0.8%
COC(=O)C1=C(C)OC(N)=C(C#N)C1c1c(C)nn(-c2ccccc2)c1Cl (configuration not stated)	?	-31.6%	-3.6%	i	5.9%	i	-2.3%	-1.5	-9.1%
Cc1ccc2nc(N(CCN(C)C)C(=O)c3ccc4ccccc4c3)sc2c1	-0.3%	-30.0%	7.0%	i	5.3%	i	0.8%	2.5	0.8%
O=C(CSc1ccc2c(c1)OCCO2)Nc1ccc(Br)cc1	-0.7%	-3.9%	?	i	23.1µM*	i	1.2%	-6.9	-5.3%
COc1ccc(NC(=O)C(c2ccc(C)cc2)N(C)C(=O)c2ccc(=O)[nH]c2)cc1 (configuration not stated)	-0.6%	-2.5%	1.0%	i	-14.8%	i	-1.9%	-1.1	-8.2%
COc1ccc(CCN2CC(C(=O)NCC3(O)CCCCC3)CCC2=O)cc1 (configuration not stated)	-0.5%	0.3%	-7.3%	i	9.3%	i	-2.3%	-0.7	3.7%
Cc1c(C(=O)OCc2ccccc2)[nH]c2c1C(=O)CC(c1ccc(N(C)C)cc1)C2 (configuration not stated)	0.3%	-17.0%	-16.0%	.	?	.	.	.	-1.7%
Cc1cc(C)c2c(CC(=O)Nc3cc(C(F)(F)F)ccc3Cl)coc2c1	0.4%	-1.4%	-0.1%	i	-27.6%	.	.	.	-10.4%
CCS(=O)(=O)c1ncc(CO)n1CCc1ccccc1	2.4%	-11.3%	11.4%	i	-12.4%	i	0.2%	-0.3	6.2%
O=C(Nc1ccc(Cl)cn1)C1CCCN1S(=O)(=O)c1ccccc1 (configuration not stated)	0.3%	5.0%	-11.0%	i	-4.3%	i	-0.2%	0.7	-7.3%
O=S(=O)(Nc1nc2ccccc2nc1NCC1CCCO1)c1cc(Cl)ccc1Cl (configuration not stated)	0.0%	-7.1%	-24.1%	i	?	i	-2.0%	-1.3	-2.0%
CCCCn1c(=O)[nH]c(=O)c2c1nc(-c1ccc(C#N)cc1)n2C1CCCC1	-0.9%	-4.4%	11.3%	?	-24.7%	i	-1.6%	0.4	1.1%
CCSc1nc(-c2ccc(OC)cc2)cc(-c2ccccc2)c1C#N	-0.3%	3.4%	?	i	.	i	?	-2.2	11.9%
CCN(CC)S(=O)(=O)c1cc(NC(=O)COc2ccc(C#N)cc2OC)ccc1C	-0.7%[9.22 µM]	-32.9%	?	i	?	i	1.7%	2.2	-2.2%
O=C(COc1ccc(S(=O)(=O)N2CCOCC2)cc1Cl)NC1CCCCC1	1.3%	-2.7%	?	i	-12.1%	i	0.4%	-1.6	2.1%
O=C(c1cccc(S(=O)(=O)N2CCCC2)c1)N(Cc1ccco1)C1CCS(=O)(=O)C1 (configuration not stated)	-0.3%	-1.6%	8.2%	i	-5.8%	i	0.4%	1.1	-4.7%
Cc1ccc(C(=O)N/C(=C\c2ccc(F)cc2)C(=O)NCc2ccncc2)cc1	0.1%	8.8%	4.9%	i	2.1%	i	0.0%	-0.9	3.0%
CCCCCCN1C[C@H](n2cc(COC(=O)c3ccccc3)nn2)[C@@H](O)C[C@@H]1c1ccc(C)cc1	-6.0%	10µM*	?	?	.	i	.	-0.8	.
Cn1cnc2c(SCc3ccccc3)ncnc21	1.7%	11.8%	19.2%	i	?	i	.	-2.3	-3.8%
CC(=O)c1ccc(NC(=S)NC(C)CCc2ccccc2)cc1 (configuration not stated)	-0.7%	-41.9%	12.6µM*	i	-2.6%	i	0.9%	-2.5	12.4%
FC(F)(F)Oc1ccccc1C(c1nnnn1-c1ccc2c(c1)OCCO2)N1CCN(C/C=C/c2ccccc2)CC1 (configuration not stated)	6.4%	-6.0%	?	?	.	i	.	1.6	.
O=C(Cc1ccsc1)Nc1ccc(S(=O)(=O)C(F)F)cc1	0.4%	-21.1%	0.6%	i	-12.3%	i	0.3%	2.6	5.6%
CC(On1nnc2ccc(S(=O)(=O)N3CCOCC3)cc21)C(=O)Nc1ccccc1F (configuration not stated)	-0.8%	1.5%	-9.0%	i	-23.2%	i	-1.4%	1.0	-8.1%
O=C(NCc1cccn1Cc1ccccc1)Nc1cccc(C(F)(F)F)c1	-1.0%	-29.8%	-17.3%	i	-22.5%	.	.	.	?
Oc1ccc(-c2csc(Nc3ccccn3)n2)c(O)c1	?	-22.3%	?	i	28.6%	i	2.6%	-2.7	-0.8%
Cc1ccccc1NC(=O)/C(C#N)=C\c1cc(C)n(-c2ccc(C(=O)O)cc2)c1C	0.1%	-44.7%	23.1%	i	-27.6%	i	-1.2%	-10.8	0.4%
CC1(C(=O)N2CC3(CC(c4cccc(NC(=O)CC(c5ccccc5)c5ccccc5)c4)=NO3)C[C@@H]2C(N)=O)CC1 (some centres not stated)	0.9%	-5.4%	5.9%	?	1.3%	i	0.5%	-0.3	-2.4%
CCOC(=O)C(C)Oc1ccc(C2NC(=O)NC(C)=C2C(=O)Nc2ccccc2C)cc1 (configuration not stated)	0.3%	-2.3%	-5.4%	i	1.3%	i	-1.2%	-0.7	0.7%
Cc1ccc(C(=O)Nc2cnc3sc(C)nn3c2=O)cc1	0.5%	-9.9%	-39.1%	i	?	i	1.7%	-1.6	-7.3%
CCC(COC(=O)Nc1cccc(C)c1)NC(=O)OCC(C)C (configuration not stated)	2.4%	5.6%	7.0%	?	-8.8%	i	-0.9%	-3.9	-6.7%
CCOC(=O)COc1cc(-n2c(=S)[nH]c3cc(OC)c(OC)cc3c2=O)c(Cl)cc1Cl	0.0%	21.0%	-9.8%	i	4.6%	i	-1.4%	-4.0	8.6%
CCOC(=O)[C@]12CCC=C1N(CCC1=CCCCC1)C(=O)[C@H](CC(=O)N1CCSCC1)C2	0.5%	.	.	i	.	i	.	-1.5	.

An unsorted share of the library; about 4.4% have a hit in one of these screens.
